Source: PubChem BioAssay
Pemphigus Ab inh = inhibitors of pemphigus antibody binding to human desmoglein-3. P32926. DSG3-coupled beads, scFv-anti-DSG3-GFP binding, flow cytometry; stronger effect = lower value. binding (percent of control), % at 10 µM. 310,000 compounds, 0.48% hits;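 active means binding more than 3 SD below its plate's average and above zero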; further: some compounds called inactive have numbers as strong as hits
AddAB inh = less growth of phage-infected E. coli with AddAB; E. coli expressing H. pylori AddAB, absorbance growth; inhibition, % at 11.9 µM; 330,000 compounds, 0.29% hits; in the data active means inhibition above about 12%;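 further: 0% = vehicle wells of infected cells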
PKA-R1A activ = PKA-R1A complex activation. 340,000 compounds, 0.083% hits. PKA-R1A dissociation, Cy5-IP20 fluorescence polarization; scaled: DMSO 0%, 113 µM cGMP 100%. activation, % at 11.4 µM. P00514+P68181;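 active means percent activation above the mean of all tested compounds plus 3 SD, cut at about 19% in these data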;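 further: higher means more PKAc released from R1A so a rise in polarization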
PfHsp90 yeast 2 = reduces growth (ATP signal) of yeast expressing P. falciparum Hsp90. S. cerevisiae expressing PfHsp90, BacTiter-Glo ATP, 48 h; yeast lacking PDR1 and PDR3 efflux regulators. 310,000 compounds, 0.32% hits. inhibition, % at 9.4 µM;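 active means every replicate shows inhibition above about 80%, whatever the replicate mean, limit read from the data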;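 further: 0% = DMSO neutral controls and 100% = 20 µM radicicol positive controls; yeast relying on Plasmodium falciparum Hsp90 in place of its own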
phage Ecoli inh = E. coli growth loss with phage present. growth absorbance. inhibition, % at 11.9 µM. 360,000 compounds, 0.26% hits. AID 651602; in the data active means inhibition above about 11%
Ecoli viability = reduces bacterial viability in AddAB counter-screen; E. coli V3065 growth, OD600 absorbance, 18 h; inhibition, % at 11.9 µM; 330,000 compounds, 0.27% hits;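 active means inhibition above the campaign's mean inhibition across all tested compounds plus 3 SD, cut at about 9.9% in these data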;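 further: uninfected addAB+ strain grown without phage in ampicillin broth; 0% = DMSO wells and 100% = ciprofloxacin 0.95 µg/ml wells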
HTR5A inv ctr = counter-screen for OPRM1-OPRD1 inverse agonists: human HTR5A inverse agonism. inhibition, % at 9.3 µM. 340,000 compounds, 0.083% hits. HTR5A cell line, luminescence. P47898; in the data active means inhibition mostly above about 23%, no sharp cut-off; inactive means mostly below about 18%;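 further: 0% = cells with DMSO and 100% = no-cell wells with DMSO; some compounds called inactive have numbers as strong as hits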
MOR-DOR ag = agonists of human mu-delta opioid receptor heterodimerization; P35372+P41143; cells, OPRM1-OPRD1 heterodimerization, luminescence; activation, % at 9.3 µM; 340,000 compounds, 0.3% hits; AID 504326; in the data active means activation above about 18%;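 further: 0% = vehicle-treated cells and 100% = reference agonist; values of inactives mirror those of a sister screen read the other way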
Target sequence (P35372 whole entry, looked up): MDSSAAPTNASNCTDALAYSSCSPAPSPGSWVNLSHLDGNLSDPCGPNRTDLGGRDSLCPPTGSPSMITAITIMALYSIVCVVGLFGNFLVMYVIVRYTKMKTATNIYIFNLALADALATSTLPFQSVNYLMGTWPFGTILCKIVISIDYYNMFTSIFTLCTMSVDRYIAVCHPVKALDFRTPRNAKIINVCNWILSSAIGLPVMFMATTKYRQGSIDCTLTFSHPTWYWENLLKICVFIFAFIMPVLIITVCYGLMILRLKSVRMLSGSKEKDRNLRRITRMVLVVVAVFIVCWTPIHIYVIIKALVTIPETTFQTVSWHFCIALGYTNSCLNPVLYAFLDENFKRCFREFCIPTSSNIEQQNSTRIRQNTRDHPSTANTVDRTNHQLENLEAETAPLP
Target sequence (P41143 whole entry, looked up): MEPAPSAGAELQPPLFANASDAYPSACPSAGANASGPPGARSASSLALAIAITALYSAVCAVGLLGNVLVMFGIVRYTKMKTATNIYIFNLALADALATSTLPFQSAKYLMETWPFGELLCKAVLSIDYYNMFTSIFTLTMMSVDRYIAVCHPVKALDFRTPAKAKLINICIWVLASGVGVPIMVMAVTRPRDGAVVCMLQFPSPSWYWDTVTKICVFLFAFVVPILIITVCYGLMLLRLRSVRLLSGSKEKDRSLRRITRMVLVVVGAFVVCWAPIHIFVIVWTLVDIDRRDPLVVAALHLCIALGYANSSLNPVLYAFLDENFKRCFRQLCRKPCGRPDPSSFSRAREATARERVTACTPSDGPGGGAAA
Mot1-301 SUMO = inhibitors of SUMOylation pathway: yeast Mot1-301 growth rescue. S. cerevisiae Mot1-301 growth rescue, ATP luminescence, 38.5C; percent above DMSO median, 100 means doubled. growth rescue, % at 18.8 µM. 320,000 compounds, 1% hits;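 active means every valid replicate shows activation above 250% relative to neutral control wells; inactive means the rest, any valid replicate at or below 250%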;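 further: OY570 slx delta 5 strain wells were the positive control but not used for scaling; some compounds called inactive have numbers as strong as hits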
HTR5A ag ctr = activates human HTR5A in OPRM1-OPRD1 agonist counter-screen | P47898 | HTR5A agonist assay, luminescence, cell-based | activation, % at 9.3 µM | 340,000 compounds, 0.61% hits; in the data active means activation mostly above about 9.5%, no sharp cut-off; inactive means mostly below about 7.6%;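 further: 0% = cells with vehicle only and 100% = reference agonist; strong numbers were not always called active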
MOR-DOR inv ag = inverse agonists of human mu-delta opioid receptor heterodimerization; P35372+P41143; cell-based MOR-DOR heterodimer luminescence, inverse agonism; inhibition, % at 9.3 µM; 340,000 compounds, 0.21% hits; AID 504357; in the data active means inhibition above about 22%, passing the limit was not always enough;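 further: 0% = cells with DMSO and 100% = wells without cells with DMSO; values of inactives mirror those of a sister screen read the other way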
* marks the source's active call; other numbers are inactive results; . = not tested or not shown.

SMILES	Pemphigus Ab inh	AddAB inh	PKA-R1A activ	PfHsp90 yeast 2	phage Ecoli inh	Ecoli viability	HTR5A inv ctr	MOR-DOR ag	Mot1-301 SUMO	HTR5A ag ctr	MOR-DOR inv ag
CC(=O)C1=C(O)C(=O)N(c2cccc(Br)c2)C1c1ccc(Br)cc1 (configuration not stated)	99.4	0.4	7.5	4.4	4.5	-3.0	-5.2	-1.3	-7.1	1.4	6.0
Cc1ccsc1/C=N/Nc1nc2ccccc2[nH]1	84.7	.	5.4	-20.4	3.0	.	-6.5	3.7	.	2.6	-24.0
CCc1ccccc1NC1c2ccccc2C(=O)N1c1cc(C)ccn1 (configuration not stated)	102.5	-1.9	-11.2	-13.2	3.8	0.9	-6.9	0.0	-8.3	0.5	0.1
O=C(/C=C\c1ccco1)Oc1cccc2cccnc12	88.4	0.4	6.7	11.6	0.4	0.3	18.5	-1.8	450.0	-1.2	9.2
Cc1ccc(Cl)cc1NC(=O)c1cnn2c1NC(c1ccco1)CC2C(F)(F)F (configuration not stated)	103.4	0.5	11.5	35.2	6.1	2.4	-27.9	7.0	71.7	0.5	-36.5
Clc1ccc(C2[C@H]3CN(Cc4cccnc4)[C@H](c4ccccc4)C34CC2(c2ccccc2)C4)cn1 (some centres not stated)	104.3	0.3	5.3	.	2.4	1.9	-24.3	9.9	60.5	-0.5	-54.7
CC(C)c1ccc(NC(=S)NNC(=O)C2CC2)cc1	96.7	3.2	2.0	-25.1	1.8	2.8	-49.7	-4.2	5.8	-2.5	21.0
CCOC(=O)c1c(NC(C)=O)sc2c(O)c(Br)ccc12	95.0	5.2	-11.1	-69.4	1.2	1.4	-33.9	-2.3	233.7	0.3	11.9
CCCCn1c(=O)c(CCC(=O)OCC(=O)Nc2ccc(F)c(Cl)c2)nc2ccccc21	94.7	2.4	-8.2	-47.4	1.0	1.3	13.9	2.2	13.7	4.4	-11.4
CC(C)=CCSc1nnc(CCNC(=O)OC(C)(C)C)o1	100.6	0.2	-0.5	0.9	-1.1	-0.7	4.0	-2.7	-10.6	-1.5	11.6
O=C(COC(=O)c1ccc(S(=O)(=O)Nc2ccccc2)cc1)NCC1CCCO1 (configuration not stated)	91.0	3.3	-6.4	-21.1	1.9	2.9	-8.6	-2.9	30.0	0.1	14.5
Cc1cc(NC(=O)COc2ccccc2C#N)no1	104.2	1.1	3.1	13.5	0.1	0.2	5.7	-2.0	-18.6	-1.5	8.0
Cc1cccc(N2C(=O)CCC2=O)n1	84.8	5.0	-21.5	-7.9	4.2	0.2	-5.9	-3.9	-2.5	-1.0	19.8
Cc1ccc(SCC(=O)N2CCN(c3ccc(F)cc3)CC2)cc1	101.7	.	-6.1	7.5	0.2	.	-10.9	0.1	.	1.3	-0.6
CC(=O)Nc1ccc(OCC(O)Cn2ccnc2)cc1 (configuration not stated)	82.3	2.4	0.8	8.0	2.6	0.9	4.5	-1.2	-4.8	-1.8	7.7
CCOC(=O)c1ccc(NC(=O)CC2SCCNC2=O)cc1 (configuration not stated)	109.7	2.7	-4.9	.	1.8	1.1	-0.9	1.7	-5.4	-0.6	-10.1
Cc1ccccc1NC(=O)CSCC(=O)Nc1ccccc1C	100.6	0.8	8.7	29.8	1.9	-1.9	-0.5	-0.7	2.1	0.2	2.9
CCCNC(=O)c1onc(CSc2ccc(Cl)cc2)c1C(=O)NCCC(C)C	108.5	0.5	-5.7	7.0	4.9	2.3	8.3	3.0	-9.2	1.2	-16.7
CCN(CC)CCN1C(=O)C(=O)/C(=C(/O)c2ccc(OC(C)C)cc2)C1c1cccs1 (configuration not stated)	109.0	-0.9	-8.4	19.2	0.9	0.2	-17.3	-4.0	-3.3	2.6	20.4
O=c1[nH][nH]c(=O)n1-c1ccccc1	118.6	-1.9	2.1	.	1.8	0.2	24.5	-0.8	-5.8	-1.2	3.6
Cc1cccc(-c2ncc(CN3CCCC(CO)(Cc4cccc(Cl)c4)C3)cn2)c1 (configuration not stated)	99.2	0.7	2.9	14.1	-0.1	-0.3	17.1	4.0	11.8	4.3	-20.6
COc1ccc(-c2csc(NC(C)c3nc4cc(Cl)c(N5CCCCC5)cc4n3CCCO)n2)cc1 (configuration not stated)	99.5	2.1	-7.1	11.2	2.5	-3.8	5.5	1.4	5.5	2.1	-6.6
CC(=O)c1ccc(NC(=O)c2ccc3snnc3c2)cc1	.	1.3	-7.2	-4.8	2.8	0.3	1.5	2.0	2.2	5.5	-10.5
CCCn1c(SCC(=O)N2CCCc3ccccc32)nc2c1c(=O)n(C)c(=O)n2C	103.4	0.2	0.9	-28.0	3.4	0.2	7.9	-2.6	181.6	-3.1	13.8
COC(=O)C1=CN(Cc2cccs2)C=C(C(=O)OC)C1c1cccc(O)c1	106.9	3.8	1.1	8.8	3.2	-0.3	2.2	-0.6	-9.1	-0.8	3.2
Further results.
SMILES	Pemphigus Ab inh	AddAB inh	PKA-R1A activ	PfHsp90 yeast 2	phage Ecoli inh	Ecoli viability	HTR5A inv ctr	MOR-DOR ag	Mot1-301 SUMO	HTR5A ag ctr	MOR-DOR inv ag
COc1ccc(Br)c(C(=O)NCCC(C)C)c1	101.2	0.0	-4.9	-15.2	3.8	1.0	-20.6	-2.4	-10.1	-0.3	12.4
CCOC(=O)N1CCN(C(=O)c2cc3c(-c4ccc(Cl)cc4)nn(C)c3s2)CC1	108.1	6.1	6.3	-12.8	-0.6	2.8	4.7	-2.1	-22.0	-1.6	10.6
CC(=O)c1cccc(NS(=O)(=O)c2ccc3c(c2)N(C(C)=O)CCO3)c1	102.2	1.9	-5.7	0.6	1.2	2.3	-8.7	-3.5	1.6	2.2	18.8
O=C(Cc1ccccc1)Nc1ccc(S(=O)(=O)N2CCCC2)cc1	103.3	.	2.2	8.9	0.7	.	-14.1	-2.5	.	5.0	13.2
COc1cc(C(=O)NCCCc2ccccc2)cc(OC)c1OC	117.5	-0.6	4.5	-17.6	0.9	0.1	8.7	-3.4	141.2	-2.3	16.9
COc1ccc(CNC(=O)COC(=O)c2cc(C)nc3ccccc23)cc1	92.7	-1.8	-3.4	.	6.1	-1.4	10.1	-1.7	4.9	-2.8	9.1
C/C(=N/NC(=O)CN1CCN(S(=O)(=O)c2ccc(C)cc2)CC1)c1cccc(O)c1	97.6	0.5	1.4	1.6	2.8	0.6	6.0	-1.7	50.5	-2.0	8.5
CCCCn1c(N)c(N(CCOC)C(=O)c2ccc(COc3ccccc3)o2)c(=O)[nH]c1=O	105.3	0.4	8.6	24.5	-0.1	1.3	13.2	-0.7	-20.0	4.2	4.9
O=C(NC(=S)N(CCO)Cc1ccccc1)c1ccc(F)cc1Cl	107.9	0.5	-12.3	-9.0	1.4	0.5	5.3	-3.7	-0.4	-1.4	17.3
CC(=O)N1CCN(c2nnc(-c3ccccc3)c3ccccc23)CC1	105.0	-0.9	-1.2	18.7	2.3	-0.5	-5.2	-1.0	-2.4	1.3	4.8
CCOC(=O)c1c(NC(=O)CSc2nc3cc(Cl)ccc3c(=O)n2Cc2ccco2)sc(C(=O)N(C)C)c1C	86.6	-0.4	5.0	-3.9	2.7	-1.8	-2.5	-1.4	.	1.0	7.2
Cc1ccc(S(=O)(=O)N2[C@@H](c3cccc(Cl)c3)C(C(=O)O)=CC[C@H]2c2ccc(Cl)cc2)cc1	103.6	1.3	-2.8	6.8	1.3	0.1	-17.0	-0.3	1.4	-2.9	1.8
CCn1c(C)cc(/C=C2\SC(=O)N(CC(=O)Nc3ccc(C)c(C)c3)C2=O)c1C	93.9	1.1	14.6	.	4.8	-0.5	10.6	-2.1	11.6	1.4	12.2
O=C(N/N=C/c1ccc(Cl)cc1Cl)Nc1ccccc1	97.1	1.8	8.7	1.8	2.3	1.4	-10.2	5.6	15.6	3.5	-29.8
COc1ccc(CCNC2=NCC(C)S2)cc1 (configuration not stated)	101.1	3.3	5.1	14.4	1.5	0.0	-21.3	-2.3	-7.9	5.7	13.7
Cc1c(C(C)C)c(=O)n(-c2ccc(S(=O)(=O)NC3CC3)cc2)n1C	102.3	1.7	-0.7	1.1	3.7	-2.0	-5.0	-3.6	23.6	1.9	18.7
COC(=O)c1c(C(=O)OC)c(-c2cccc(C)c2)n2c1CS(=O)(=O)C2	109.4	-4.2	1.5	7.9	-2.2	2.0	-26.0	-1.7	18.5	-0.1	9.8
O=C(COC(=O)c1cccc(F)c1)Nc1ccc(Cl)cn1	93.6	-0.7	-2.5	-3.7	-1.1	1.1	5.8	-3.9	10.3	-2.4	16.0
CCOC(=O)c1cnc2c(c(C)nn2CC)c1Cl	112.5	1.7	-16.0	.	0.3	0.9	-5.0	0.2	-3.1	1.8	-1.0
Cc1cc(-c2ccccc2)nc(N/N=C/c2ccccc2F)n1	108.7	-0.5	-9.9	8.1	4.5	-1.9	2.8	-0.6	6.1	1.4	3.2
CCC(C)c1ccc(S(=O)(=O)N2CCN3CCCC3C2)cc1 (configuration not stated)	103.7	3.0	-2.1	8.8	1.7	0.3	8.0	-0.6	-10.1	-2.2	3.0
Cc1ccc2c(c1)N(CC(=O)Nc1nccs1)C(=O)CO2	94.5	.	-3.0	14.4	1.3	.	-27.3	-3.3	.	-0.9	17.9
Cc1cc(CSc2nc(C)cc(=O)[nH]2)c2ncccc2c1	91.8	-0.1	7.2	7.4	3.2	0.8	-16.9	-0.8	-8.3	3.9	4.5
Cc1c(C)c2c(c(C)c1O)CC[C@@](C)(CCC[C@H](C)CCC[C@H](C)CCCC(C)C)O2	104.0	-4.6	-5.2	-15.7	5.0	-1.6	1.8	-1.1	35.0	6.9	6.3
Cc1ccc2c(c1)N(C(=O)CCC(=O)N1CCN(c3ccccn3)CC1)CCO2	98.1	0.2	-10.2	12.5	4.5	-0.9	-11.3	-1.6	13.7	3.7	9.3
The list goes on:
SMILES	Pemphigus Ab inh	AddAB inh	PKA-R1A activ	PfHsp90 yeast 2	phage Ecoli inh	Ecoli viability	HTR5A inv ctr	MOR-DOR ag	Mot1-301 SUMO	HTR5A ag ctr	MOR-DOR inv ag
O=C(CCc1ccc(S(=O)(=O)N2CCOCC2)cc1)Nc1nc(COc2ccccc2)cs1	102.7	0.7	-9.1	.	2.8	2.2	2.5	0.8	-18.0	5.1	-4.2
N#CCCN(C(=O)Nc1ccccc1)c1ccccc1	.	2.6	3.1	7.9	3.5	0.4	13.9	-3.0	11.0	-5.8	12.2
S=C(Nc1cccc(Cl)c1)NC1CCCCC1	105.2	6.8	4.0	-5.0	10.1	3.5	-2.2	5.3	8.9	3.5	-30.6
CCOc1ccc(NC(=O)C2CC(C)=C(C)CC2C(=O)O)cc1 (configuration not stated)	100.6	-3.7	-7.0	-0.5	2.3	-0.5	-36.1	-2.8	0.4	-5.4	16.5
Clc1ccc(Cc2ccccn2)cc1	98.4	.	-0.6	1.9	1.5	.	10.7	-3.2	.	0.5	20.8
Cc1cc(C)c(C)c(S(=O)(=O)N2CCN(c3ccccn3)CC2)c1C	103.7	1.9	-2.8	12.5	2.7	-0.7	1.2	-0.2	-0.2	-0.3	0.9
CC(C)(C)c1ccc(OCC(=O)Nc2ccncc2)cc1	110.2	3.5	0.3	-12.8	3.4	-0.2	11.2	1.4	4.9	3.7	-7.9
